PTAP TSG101 blk – qHTS Assay for Iinhibitors of HIV-1 Budding by Blocking the Interaction of PTAP/TSG101. Tumor susceptibility gene 101 protein (Homo sapiens), Q99816. Fluorescence polarization, FITC-PTAP peptide / Tsg101 binding. Potency, µM (series often up to 115 µM), inactives show at the top dose activity change, negative = inhibition, usual class: inhibitors. 340,000 tested, under 10 active; active = well fitted inhibition curve with a large enough effect in the main read-out, with a control signal flat, not every such curve was filed as active; inconclusive = small, poorly fitted or top-dose-only effect, or effect the other way, or a change in a side signal; inactive = no such curve, though single readings can be large or run the other way; also: potency is read from the fitted curve at half-maximal effect; % of control where 0% means no effect
Target sequence (Q99816 whole entry, looked up): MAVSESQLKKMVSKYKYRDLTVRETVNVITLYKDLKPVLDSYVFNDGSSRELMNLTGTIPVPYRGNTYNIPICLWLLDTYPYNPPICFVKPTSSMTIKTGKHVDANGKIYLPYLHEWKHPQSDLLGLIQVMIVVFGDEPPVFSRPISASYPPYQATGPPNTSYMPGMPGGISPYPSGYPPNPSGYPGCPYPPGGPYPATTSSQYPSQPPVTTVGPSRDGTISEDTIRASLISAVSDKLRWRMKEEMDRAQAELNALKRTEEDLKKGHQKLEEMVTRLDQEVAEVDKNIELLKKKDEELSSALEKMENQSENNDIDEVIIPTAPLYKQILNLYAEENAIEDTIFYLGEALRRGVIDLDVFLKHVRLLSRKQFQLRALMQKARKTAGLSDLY
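FP read-out: FITC-PTAP peptide, 50 nM final, binding Tsg101 binding domain, 10 uM final; 20 min, r.t.; 10 mM HEPES pH 7.5, 0.15 M NaCl, 0.01% Tween 20, 3 mM EDTA, 0.1 mM TCEP.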
Integrin act MD – qHTS for Activators of Integrin-Mediated Alleviation for Muscular Dystrophy. 350,000 compounds, 0.064% hits. AID 624291, 2012. Potency, µM (highest dose often 38.3 µM), for inactives: top-dose activation, actives largely listed as activators. alpha7betagal myoblasts, beta-gal FDG fluorescence, 48 h;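 also: potency is read from the fitted curve at half-maximal effect; 100% = response of the positive control SU9516; nearly all actives have a fitted effect of over 60% in size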
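alpha7betagal+/- myoblasts (passage 13, 250/well) treated 48 h at 37C with compounds at 1:260 dilution of DMSO stock. Lysed, then beta-galactosidase activity read as FDG fluorescence (ex 480/em 540) after 30 min, with pre-read for autofluorescence.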
ELG1 repair inh – qHTS screen for small molecules that inhibit ELG1-dependent DNA repair in human embryonic kidney (HEK293T) cells expressing luciferase-tagged ELG1. HEK293T ELG1-luciferase reporter, luminescence, 16 h; DNA damage induced by 5-fluorouridine. Potency, µM (highest dose often 46.1 µM), for the others: top-dose activity change, negative = inhibition, most hits filed as inhibitors. 330,000 compounds, 2.3% hits. AID 504467, 2011; also: potency is read from the fitted curve at half-maximal effect; % is scaled to controls: 0 for no effect and ±100 for the full control effect; nearly all actives have a fitted effect of over 55% in size
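DMSO vehicle served as the neutral condition. Each well held 2,000 cells given 5-fluorouridine plus compound; after 16 hr at 37 °C/5% CO2, ONE-Glo was added and luciferase measured 30 min later.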
AT treatment – qHTS Assay for Identifying a Potential Treatment of Ataxia-Telangiectasia; […] A-T fibroblasts, KAP-1 phosphorylation AlphaLISA; neocarzinostatin DNA damage 30 min before lysis; Potency, µM (series often up to 57.5 µM), for the others: at the top dose activation, usual class: activators; 320,000 compounds, 0.19% hits; also: potency is read from the fitted curve at half-maximal effect; % of control where 0% means no effect; nearly all actives have a fitted effect of over 45% in size
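hTERT-immortalized A-T patient fibroblasts ([…]), 500 cells/well in OPTI-MEM, 1% FBS, got compounds for 60 min, then NCS for 30 min at 37C. Lysates were then assayed for phospho-KAP-1 by AlphaLISA (anti-pKAP1 donor, anti-KAP1 acceptor beads), 6 hr at 25C.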
p53 reactivation – qHTS assay for re-activators of p53 using a Luc reporter; H1299 p53-A138V BP100-luciferase reporter, luminescence, 24 h; Potency, µM (series often up to 92.2 µM), inactives show at the top dose activity change, positive = activation, usual class: activators; 320,000 compounds, 0.063% hits; AID 504706, 2011; also: potency is read from the fitted curve at half-maximal effect; % of control where 0% means no effect; nearly all actives have a fitted effect of over 45% in size
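H1299 (p53-null), stable ts p53-A138V + BP100-Luc; 1000 cells/well, Opti-MEM/10% FBS; cpd 4 pt, 1:5; 24 h, 37 deg C, 5% CO2; detection reagent 10 min RT; luminescence.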
BRCA1 expr up – qHTS Assay to Identify Small Molecule Activators of BRCA1 Expression; MCF7-BRCA1-FFLuc reporter, luminescence, 48 h; response scale: scaled: vehicle 0%, 10 µM genistein 100%; Potency, µM (highest dose often 46.1 µM), without a hit: at the highest dose activation, hits mostly activators; 380,000 compounds, 1.1% hits; also: potency is read from the fitted curve at half-maximal effect; nearly all actives have a fitted effect of over 80% in size; some results filed as inactive show a strong effect at the top dose
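Quantitative HTS in MCF7 cells stably reporting BRCA1 expression via firefly luciferase. Compound treatment lasts 48 h at 37 °C in phenol-red free MEM. Activation is expressed relative to genistein at 10 microM and DMSO.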
MLL CXXC-DNA inh – qHTS Fluorescence Polarization Assay for Inhibitors of MLL CXXC domain - DNA interaction. 290,000 compounds, 0.037% hits. Potency, µM (titrated, usually from 115 µM), for inactives: top-dose activity change, negative = inhibition, actives largely listed as inhibitors. MLL-CXXC / FITC-HOXA9 DNA fluorescence polarization. Histone-lysine N-methyltransferase 2A (Homo sapiens), Q03164; active = well fitted inhibition curve with a large enough effect in the polarisation, with a control signal flat, not every such curve was filed as active; inconclusive = small, poorly fitted or top-dose-only effect, or effect the other way, or a change in a side signal; inactive = no such curve, though single readings can be large or run the other way; the % refers to the polarisation; also: potency is read from the fitted curve at half-maximal effect
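Fluorescence polarization: 7 uM MLL-CXXC (stock) preincubated 5 min with compounds, then 50 nM fluorescein-HOX-A9 DNA (stock) added; 30 min ambient. Buffer 50 mM Tris-HCl pH 7.5, 50 mM NaCl, 1 mM DTT, 0.05% BSA.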
TRPV1 agonist – HTS Assay for Compounds that Act as Agonists of the Vanilloid Receptor 1 | 320,000 compounds, 0.19% hits | activation, % at 8.33 µM | AID 540275, 2011 | TRPV1-expressing cells, Fluo-8 calcium influx, agonist mode; in the data active = activation above about 80%; inconclusive = between about 30% and that limit; also: 0% is about no effect
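Cells expressing TRPV1 were dye-loaded with Fluo-8 and read kinetically: 10 s baseline, 3 min after compound (agonist portion), then 2 min after EC20 capsaicin (allosteric enhancer portion). Calcium-bound dye fluorescence at 480/520 nm.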
TCR act – Activators of T cell receptors: qHTS campaign. primary human leukocytes, anti-CD3, IL-2 HTRF, 48 h. AID 504894, 2011. 330,000 tested, under 10 active. Potency, µM (top dose mostly 9.22 µM), for inactives: top-dose activation of IL-2 secretion, hits mostly activators; also: % of control where 0% means no effect
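48 hr co-incubation of compounds, a-CD3 beads and primary human leukocytes; IL-2 quantified homogeneously by HTRF with anti-IL-2 K and d2 conjugates.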
B2AR arrestin – qHTS assay of beta-arrestin-biased ligands of beta2-adrenergic receptor; beta-arrestin recruitment to beta2AR, cell-based reporter; 330,000 compounds, 0.02% hits; Potency, µM (titrated, usually from 46.1 µM), inactives show at the top dose activation, most hits filed as activators; Beta-2 adrenergic receptor (Homo sapiens), P07550;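 also: potency is read from the fitted curve at half-maximal effect; 0% = DMSO controls and full agonism = EC100 isoproterenol or metaproterenol; nearly all actives have a fitted effect of over 65% in size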
Target sequence (P07550 whole entry, looked up): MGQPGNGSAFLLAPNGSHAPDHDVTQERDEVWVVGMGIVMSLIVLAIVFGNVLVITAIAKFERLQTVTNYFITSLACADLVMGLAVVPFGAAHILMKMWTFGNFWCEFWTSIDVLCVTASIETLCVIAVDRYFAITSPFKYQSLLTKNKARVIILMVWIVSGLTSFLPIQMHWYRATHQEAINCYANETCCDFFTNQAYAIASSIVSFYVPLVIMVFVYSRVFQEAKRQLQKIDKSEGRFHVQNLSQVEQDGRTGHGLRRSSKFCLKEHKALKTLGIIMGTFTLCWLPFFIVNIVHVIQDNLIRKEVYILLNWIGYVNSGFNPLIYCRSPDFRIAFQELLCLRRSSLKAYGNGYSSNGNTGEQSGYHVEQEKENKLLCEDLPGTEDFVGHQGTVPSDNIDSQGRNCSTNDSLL
An asterisk follows results filed as active; ? = inconclusive; / = not tested or not shown; [ ] = dose if it differs, or a comment. Unless noted, calls follow the shape of the dose curve; as a rule, active = well fitted curve in the direction sought with a large enough effect; inconclusive = small, poorly fitted or top-dose-only effect, or another doubt; inactive = no such curve, though single readings can be large; an effect the other way counts as inactive or inconclusive.

SMILES	PTAP TSG101 blk	Integrin act MD	ELG1 repair inh	AT treatment	p53 reactivation	BRCA1 expr up	MLL CXXC-DNA inh	TRPV1 agonist	TCR act	B2AR arrestin
Cc1nnc(-c2ccc(Oc3ccc(C)c(C)c3)c([N+](=O)[O-])c2)o1	1.0%	-43.6%	-25.8%	-13.6%	-9.0%	-17.0%	-0.6%	14.7	1.6%[46.1 µM]	-0.9%
O=C(O)CCNS(=O)(=O)c1ccc(Oc2ccccc2)cc1	-8.7%	3.9%	5.6%	-3.6%	-15.9%	13.4%	-6.3%	-4.5	4.9%	-0.1%
COCc1c(C(=O)Nc2ccc(Cl)cc2F)oc2ccccc12	-4.6%	29.0%	?	4.8%	12.4%	11.1%	1.5%	?	0.6%	0.0%
CCC(=O)Nc1sc2c(c1C(N)=O)CCC2	2.9%	43.0%[7.66 µM]	-9.3%	-0.8%	-1.3%	-2.2%	6.6%	-1.0	-0.3%	-1.6%
Cc1nnc(SCC(=O)N2c3ccccc3CC2C)s1 (centres undefined)	-2.8%	-2.8%	?	6.5%	8.0%	-1.9%	6.6%	0.9	-1.1%	0.4%
O=C(Nc1ccc(Cl)c(Cl)c1)N1CCSC1c1ccco1 (centres undefined)	-1.2%	-45.2%[inhibitor]	1.9%	-4.8%	24.7%	-80.6%	-5.1%	?	0.8%	-1.4%
CC(=O)c1cccc(Nc2cc(C)nc3c(C)cccc23)c1	-3.5%	18.0%	11.4%	-3.3%	-4.4%	33.3%	-4.9%	9.0	-2.9%	-0.1%
COc1ccc(C2C(C(=O)c3ccco3)=C(O)C(=O)N2CCOCCO)cc1OC (centres undefined)	-5.0%	-7.7%	0.2%	13.6%	-2.6%	9.6%	-0.2%	0.1	-2.6%	-1.0%
S=c1[nH]nc(C23CC4CC(CC(C4)C2)C3)n1Cc1ccco1	1.6%	-3.1%	-1.6%	-0.7%	-2.7%	-26.2%	-10.3%	/	1.0%	-0.4%
Cc1ccc(C(=O)C2CCN(CC(=O)NC3CCCC3)CC2)cc1	-3.6%	-35.5%	-13.0%	-0.1%	-4.7%	-13.0%	38.3%[activator]	0.4	-2.5%	0.1%
CC(C)(C)NC(=O)C1CC(=O)OC1(C)C (centres undefined)	-1.2%	-2.0%	-3.8%	-0.2%	4.4%	10.7%	-0.1%	-3.8	-1.9%	-0.3%
CCOC(=O)N1CCC(NC(=O)c2ccc3c(c2)N(C)CCS3)CC1	-9.9%	-4.7%	-19.2%	-1.8%	-4.7%	-32.1%	7.3%	2.9	-18.1%[46.1 µM]	-0.7%
COc1ccc(CNC(=O)c2sccc2C)cc1	1.0%	0.7%	?	0.3%	6.6%	41.7%	-12.2%	11.2	-0.7%	-0.2%
C=CC[C@@H](CC(=O)N[C@@H](CO)Cc1ccccc1)C(=O)NC[C@@H](OC(=O)[C@@H](CC=C)CC(=O)OC(C)(C)C)c1ccccc1	-0.6%	-2.8%	0.3%	0.9%	7.4%	0.0%	/	/	-7.6%	-0.2%
O=C(c1ccc(Oc2ccc(C(F)(F)F)cc2[N+](=O)[O-])cc1)N1CCOCC1	-0.1%	23.5%	3.0%	-7.5%	-6.6%	-37.4%	20.2%	?	6.3%[46.1 µM]	-0.7%
COc1ccc(-c2nc(S(=O)(=O)c3ccccc3)c(N3CCOCC3)o2)cc1	-2.8%	7.0%	-3.7%	6.9%	2.0%	-22.9%	5.8%	4.1	-1.2%[46.1 µM]	-3.9%
O=C(COc1nncc2ccccc12)NCC(F)(F)F	-1.5%	17.1%	0.7%	8.5%	5.3%	-4.1%	-2.6%	-0.1	1.9%	-0.2%
COC(=O)C(=C/C=C/c1cccnc1)C(=O)OC	3.3%	-12.3%	5.8%	-0.8%	17.9%	-7.0%	-14.9%	-3.7	-6.0%	-0.2%
COC(=O)c1ccccc1NC(=O)N1CCN(c2ccc(OC)cc2)CC1	-0.6%	7.9%	3.8%	0.2%	6.0%	-5.3%	34.2%[activator]	11.2	-3.3%	-1.3%
CCC(=O)NCCc1c[nH]c2ccccc12	1.3%	3.9%	/	/	/	0.5%	-0.6%	-2.1	-1.6%	/
CCOc1ccccc1CN1CCN(C2CCSCC2)CC1CCO (centres undefined)	-3.5%	14.2%	-2.1%	0.2%	0.7%	1.5%	4.3%	5.7	-4.5%	-0.5%
CCn1c(-c2csc(C(C)C)c2)n[nH]c1=S	-4.1%	21.5%	11.6%	1.6%	-2.1%	5.6%	-6.0%	8.9	2.0%[46.1 µM]	5.3%
Cc1cccc(C(=O)n2c(=S)nc3cc(C)ccn32)c1	-8.9%	0.0%	?	-4.2%	?	?	-1.4%	/	0.4%	-0.7%
O=C1CC(Cc2ccc(Cl)cc2)C(=O)N1c1cc(Cl)ccn1 (centres undefined)	0.0%	?	?	6.3%	-2.7%	-15.8%	-4.3%	14.2	5.2%	-1.1%
CCOCCCNC(=O)CN1C(=O)/C(=C/c2ccccc2)Sc2ccccc21	-3.7%	-31.4%	?	11.3%	-13.8%	-14.2%	-1.0%	?	-8.9%[46.1 µM]	-0.7%
(cont.)
SMILES	PTAP TSG101 blk	Integrin act MD	ELG1 repair inh	AT treatment	p53 reactivation	BRCA1 expr up	MLL CXXC-DNA inh	TRPV1 agonist	TCR act	B2AR arrestin
CN1C=CC=C/C1=C1\SC(=S)N(CC(=O)O)C1=O	-1.6%	-34.0%	5.4%	-2.0%	2.1%	-32.4%	6.5%	-1.6	/	0.1%
COCCCNC(=O)C[C@H]1C[C@H](C(=O)N(C(C)C)C(C)C)[C@@]2(C)c3[nH]c4ccc(Cl)cc4c3CCN2C1=O	0.2%	0.7%	-15.1%	7.8%	-2.7%	-33.2%	/	/	-0.1%[46.1 µM]	-0.5%
Cc1ccc(C(=O)Nc2ccc3c(c2)OCCO3)c(Cl)c1	-3.5%	-9.1%	?	-6.1%	-39.8%[inhibitor]	?	-1.4%	10.4	/	-2.0%
COC(=O)C(O)(CC(=O)Nc1ccccc1OC)C(F)(F)F (centres undefined)	-7.6%	-12.8%	-5.5%	1.9%	-3.0%	-13.8%	-0.7%	-1.8	5.5%[46.1 µM]	-0.6%
CC1CC(C)CN(C(=S)Nc2ccc3nc4n(c(=O)c3c2)CCCCC4)C1 (centres undefined)	-5.6%	-30.8%	?	/	-10.2%	-15.9%	10.2%	-6.7	-8.6%[46.1 µM]	3.6%
C/C(=N\Nc1ccc(Cl)c(C(=O)O)c1)c1cccc([N+](=O)[O-])c1	0.2%	?	?	-6.2%	5.1%	14.1µM*	-8.3%	-4.8	-2.4%	0.5%
O=C(Nc1ccc2ncccc2c1)c1cccc(Br)c1	-6.9%	-18.6%	?	0.2%	/	2.24µM*	9.4%	?	-0.8%	0.3%
O=[N+]([O-])c1cccc(-c2csc(N/N=C/c3cccc(O)c3)n2)c1	1.3%	22.6%	?	-1.8%	14.6%	-60.8%	10.3%	28.2	-8.0%	0.1%
COc1ccc(C)cc1S(=O)(=O)n1nc(C)cc1C	-0.5%	-21.9%	6.6%	-1.0%	-1.3%	0.0%	-5.0%	2.4	-16.4%	-0.4%
O=C(Cc1ccc(Cl)cc1Cl)Nc1ccncc1Cl	-0.6%	-38.5%	?	3.2%	-16.3%	8.3%	19.2%	3.2	-5.7%	0.3%
O=C(OCc1ccccc1)N1CCC2CC1c1cc(NCCc3ccccc3)ccc12 (centres undefined)	-1.7%	2.1%	/	/	/	11.4%	/	/	1.8%	/
Cc1nnc(NS(=O)(=O)c2ccc(F)cc2)s1	-2.4%	18.6%	/	/	/	5.9%	/	/	10.8%	/

Records listed so far shown as hits in BRCA1 expr up:
Structure,PTAP TSG101 blk,Integrin act MD,p53 reactivation,BRCA1 expr up,MLL CXXC-DNA inh,TRPV1 agonist,TCR act,B2AR arrestin
C/C(=N\Nc1ccc(Cl)c(C(=O)O)c1)c1cccc([N+](=O)[O-])c1,0.2%,?,5.1%,14.1µM*,-8.3%,-4.8,-2.4%,0.5%
O=C(Nc1ccc2ncccc2c1)c1cccc(Br)c1,-6.9%,-18.6%,/,2.24µM*,9.4%,?,-0.8%,0.3%

Not a hit list; about 3.8% have a hit in one of these screens.
